Assay outcomes as filed in PubChem.
M5 antag: antagonists of human muscarinic M5 receptor (CHRM5); P08912; CHO-hM5 cells, Fluo-8 calcium fluorescence, ACh EC80; inhibition, % at 3 µM; 360,000 compounds, 0.59% hits; AID 624040;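 active = inhibition above a per-plate cutoff, the mean of that plate's test compounds plus 3 SD, cut at about 27% in these data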;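 also: 0% = acetylcholine EC80 with DMSO and 100% = DMSO without agonist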
Target sequence (P08912 whole entry, looked up): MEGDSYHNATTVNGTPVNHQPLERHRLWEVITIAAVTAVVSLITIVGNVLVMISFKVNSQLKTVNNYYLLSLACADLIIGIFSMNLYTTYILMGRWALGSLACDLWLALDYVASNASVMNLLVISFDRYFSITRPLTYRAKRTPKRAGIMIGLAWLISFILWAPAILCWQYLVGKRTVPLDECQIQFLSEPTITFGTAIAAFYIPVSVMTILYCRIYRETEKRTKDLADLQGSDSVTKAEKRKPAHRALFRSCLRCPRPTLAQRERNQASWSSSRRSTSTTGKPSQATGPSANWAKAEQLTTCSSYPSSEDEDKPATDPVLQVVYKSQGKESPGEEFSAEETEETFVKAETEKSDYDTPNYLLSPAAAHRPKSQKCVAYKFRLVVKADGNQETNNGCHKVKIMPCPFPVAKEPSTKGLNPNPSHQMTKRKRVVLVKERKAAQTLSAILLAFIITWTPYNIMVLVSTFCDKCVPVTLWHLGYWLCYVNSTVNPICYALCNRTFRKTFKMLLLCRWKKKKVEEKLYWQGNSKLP
M1 PAM: human CHRM1 positive allosteric modulation. P11229. CHO-K1 hM1, Fluo-8 calcium fluorescence, ACh EC20; 0% = ACh EC20, 100% = maximal ACh. activation, % at 3 µM. 360,000 compounds, 0.088% hits. AID 588819; in the data active = activation above about 19%, passing the limit was not always enough
Target sequence (P11229 whole entry, looked up): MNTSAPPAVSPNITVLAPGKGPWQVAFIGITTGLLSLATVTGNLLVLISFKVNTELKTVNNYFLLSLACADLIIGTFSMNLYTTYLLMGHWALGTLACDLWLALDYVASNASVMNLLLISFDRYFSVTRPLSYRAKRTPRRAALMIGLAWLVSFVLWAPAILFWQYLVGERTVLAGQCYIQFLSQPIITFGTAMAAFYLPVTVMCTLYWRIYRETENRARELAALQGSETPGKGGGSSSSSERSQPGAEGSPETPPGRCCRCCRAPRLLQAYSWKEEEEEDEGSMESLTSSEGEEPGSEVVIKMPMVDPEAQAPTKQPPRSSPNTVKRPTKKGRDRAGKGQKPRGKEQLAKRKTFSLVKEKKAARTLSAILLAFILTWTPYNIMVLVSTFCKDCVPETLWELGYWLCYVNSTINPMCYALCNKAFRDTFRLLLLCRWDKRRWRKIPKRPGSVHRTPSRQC
M4 ag: agonists of human muscarinic M4 receptor (CHRM4); CHO-K1 hM4/Gqi5, Fluo-8 calcium fluorescence; vehicle 0%, full acetylcholine response 100%; AID 624127; activation, % at 3 µM; 360,000 compounds, 0.14% hits; P08173;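 active = activation above the run mean over all test wells plus 3 SD, cut at about 32% in these data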;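 also: peak over basal fluorescence ratio per well then scaled between controls; 0% = DMSO wells and 100% = acetylcholine at EC100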
CRFBP-R2 agonist: CRF-BP/CRF-R2 complex agonism. HEK293 CRF-R2/CRF-BP, calcium dye fluorescence (FLIPR); percent of saturating CRF peptide response. activation, % at 13.2 µM. 350,000 compounds, 0.46% hits. AID 588473;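 active = activation of at least 50%, plus an integration ratio under a set limit after plate pattern correction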;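 also: plate controls were neutral control wells without compound for no effect and CRF at EC100 for full effect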
CHRM4 PAM: CHRM4 positive allosteric modulation; 360,000 compounds, 0.4% hits; CHO-K1 hM4/Gqi5, Fluo-8 calcium fluorescence, ACh EC20; 0% = ACh EC20, 100% = maximal ACh; activation, % at 3 µM; P08173; AID 624126;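 active = activation above its plate's cutoff, the mean activation of sample wells plus 3 SD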; also: some results filed as inactive read as strong as hits
CRFR2-BP antag: antagonists of CRF-binding protein/CRF-R2 receptor complex. 350,000 compounds, 0.59% hits. HEK293 CRF-R2/CRF-BP, CRF-induced calcium fluorescence. inhibition, % at 11.8 µM;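 active = inhibition of the ligand-induced calcium signal above about 50% at the single tested concentration, limit read from the data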
CHRM5 PAM: positive allosteric modulators of human muscarinic M5 receptor; activation, % at 3 µM; P08912; 360,000 compounds, 0.3% hits; CHO-K1 hM5, Fluo-8 calcium, ACh EC20 PAM; 0% = ACh EC20, 100% = ACh EC100;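 active = activation above the run cutoff, the mean activation of all test compounds plus 3 SD, cut at about 18% in these data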
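Measured by: Fluo-8 calcium fluorescence; material: human M5 receptor in CHO-K1 cells; schedule: Post-acetylcholine fluorescence recording 140 s; benchmarks: low control EC20 acetylcholine (0%), high control EC100 acetylcholine (100%); read-out: Max/basal fluorescence ratio as % of EC20–EC100 ACh window; compound: single dose, 3 µM nominal final test concentration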
M5 ag: agonists of human muscarinic M5 receptor (CHRM5). P08912. CHO-K1 hM5 cells, Fluo-8 calcium fluorescence; 0% DMSO wells, 100% maximal acetylcholine response. activation, % at 3 µM. 360,000 compounds, 0.19% hits. AID 624037;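 active = activation above the run's mean over test compounds plus 3 SD, cut at about 23% in these data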;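 also: signal is peak over basal fluorescence ratio across the kinetic read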
CHRM4 antagonist: antagonists of human muscarinic M4 receptor (CHRM4) | AID 624125 | 360,000 compounds, 0.73% hits | inhibition, % at 3 µM | CHO-hM4 cells, ACh EC80, Fluo-8 calcium fluorescence;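 active = inhibition above its plate's cutoff, the mean inhibition of sample wells plus 3 SD, cut at about 27% in these data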;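 also: 0% = acetylcholine EC80 with DMSO and 100% = DMSO without agonist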
Active calls of the source: *; x = no result given.

entry	Structure	M5 antag	M1 PAM	M4 ag	CRFBP-R2 agonist	CHRM4 PAM	CRFR2-BP antag	CHRM5 PAM	M5 ag	CHRM4 antagonist
1	CCC1(C)Cc2ccccc2-c2[nH]c(=S)[nH]c(=O)c21 (configuration not stated)	5.8	14.7	0.9	-1.4	-3.4	1.1	3.0	2.6	1.1
2	C/C(=N\Nc1nc2ccccc2nc1C)c1ccccc1O	11.2	12.1	0.6	-0.5	-5.2	-11.4	4.0	1.3	-4.2
3	CC(C)(O)CC[C@H](OC(=O)c1ccccc1)[C@](C)(O)[C@H]1CC[C@@]2(O)C3=CC(=O)[C@@H]4C[C@@H](O)[C@H](O)C[C@]4(C)C3CC[C@]12C (some centres not stated)	14.6	-14.7	0.7	-2.1	-7.0	12.9	-7.0	-0.2	5.7
4	COc1ccc(C)cc1NC(=O)c1ccc2c(=O)n3c(nc2c1)CCCCC3	-2.6	10.1	1.1	-0.2	-4.5	-0.5	-3.8	-4.4	11.7
5	COc1ccc(/C=C2/SC(=O)NC2=O)cc1	-1.4	-2.4	0.3	0.0	0.5	4.3	0.3	-1.3	-1.1
6	CCOc1cc(-c2nn3cnnc3s2)cc(OCC)c1OCC	3.8	2.8	0.6	-3.5	-0.3	21.3	-3.0	-0.8	4.6
7	O=C(COC(=O)c1cc(S(=O)(=O)N2CCOCC2)ccc1Cl)NCCc1ccccc1	8.4	2.4	7.8	-0.1	2.1	10.7	-2.4	1.8	6.6
8	Cn1nccc1C(=O)N1CCCC(C(=O)c2cccc3ccccc23)C1 (configuration not stated)	2.4	12.6	2.2	4.4	0.7	-24.8	-2.9	1.4	-5.9
9	CCCCN(C(=O)c1cc2c(s1)CCC2)c1c(N)n(CC(C)C)c(=O)[nH]c1=O	-5.9	4.1	0.5	-1.0	1.9	11.0	4.5	5.0	-9.9
10	O=C(O)c1cc(-c2ccc(/C=C3/SC(=S)N(Cc4ccccc4)C3=O)o2)ccc1Cl	2.9	10.4	0.9	208.9*	-5.0	-235.0	-4.0	0.8	5.4
11	COc1ccc(-c2nsc3c(N4CCCCC4)ncnc23)cc1	-3.9	5.5	1.0	-0.8	5.9	-24.2	7.0	-3.1	-4.1
12	CN(C(=O)c1cc2c(cc1Br)OCO2)c1cccc2ccccc12	11.1	-4.8	8.5	0.0	-6.1	-0.4	-8.0	0.5	-11.1
13	C=C1C(=O)[C@]23C[C@H]1CCC2[C@@]1(C)C(C[C@@H]3O)[C@](C)(C(=O)OC)CC[C@@H]1O (some centres not stated)	15.2	7.4	7.6	x	6.1	x	6.7	0.8	23.1
14	CC(=O)Nc1cc(C(=O)N2CCN(C)CC2)ccc1Sc1ccc(C)cc1	-4.7	5.0	0.1	-1.6	-1.9	-19.8	2.5	4.2	13.2
15	CCc1nnc(NC(=O)CCS(=O)(=O)c2ccccc2)s1	12.6	13.5	1.0	0.1	9.3	-15.2	1.4	-0.8	-16.0
16	Cc1ccc(CC2(C)C(=O)Nc3c(Cl)ccc(Cl)c32)cc1 (configuration not stated)	5.7	-5.2	-1.8	x	-9.6	x	-12.6	-2.3	2.6
17	O=C(O)CCn1nnc(-c2cccs2)n1	-3.6	13.8	0.7	-0.8	20.4	-10.3	6.7	0.2	6.4
18	Cc1ccc(CNC(=O)c2nn(C)c3c2CS(=O)(=O)c2ccccc2-3)cc1	-9.2	-0.4	10.4	-2.8	-0.2	22.0	-2.5	-0.6	-19.9
19	CCN1CCN(C(=O)c2cc3c(=O)n4ccccc4nc3s2)CC1	18.7	12.7	0.9	0.5	2.9	0.5	-1.2	-3.4	0.3
20	Cc1c(Cl)cccc1-c1ccc(C(=O)N2CCN(c3ccc([N+](=O)[O-])cc3)CC2)o1	2.7	5.0	0.1	1.8	12.0	0.8	2.6	-3.2	8.6

Arranged by value in CRFBP-R2 agonist (low to high): 3 of the compounds above
nr | smiles | CRFBP-R2 agonist
18 | Cc1ccc(CNC(=O)c2nn(C)c3c2CS(=O)(=O)c2ccccc2-3)cc1 | -2.8
15 | CCc1nnc(NC(=O)CCS(=O)(=O)c2ccccc2)s1 | 0.1
20 | Cc1c(Cl)cccc1-c1ccc(C(=O)N2CCN(c3ccc([N+](=O)[O-])cc3)CC2)o1 | 1.8

Additional compounds follow:
entry	Structure	M5 antag	M1 PAM	M4 ag	CRFBP-R2 agonist	CHRM4 PAM	CRFR2-BP antag	CHRM5 PAM	M5 ag	CHRM4 antagonist
21	CC(NCc1ccccc1OC1CCCC1)c1ccccc1 (configuration not stated)	-3.5	2.9	4.8	-3.3	-3.5	0.8	5.9	2.2	-1.8
22	CNC(=S)N1N=C(c2ccc(Br)cc2)CC1c1ccc(Br)cc1 (configuration not stated)	-2.4	-5.4	-1.3	0.3	-6.1	1.3	-0.1	1.6	-2.3
23	NC(=O)c1oc2ccccc2c1NC(=O)C1CC(=O)N(c2ccccc2)C1 (configuration not stated)	2.6	3.2	5.2	0.2	-4.5	-4.4	-1.6	5.0	9.4
24	O=C(NC(=S)NCc1ccc(Cl)cc1Cl)c1ccco1	9.0	0.6	0.0	-1.1	3.4	5.1	-0.7	-1.3	-8.1
25	C=CCn1c(C)cc(C(=O)COC(=O)c2ccc(N)c([N+](=O)[O-])c2)c1C	4.3	-3.7	3.3	1.0	4.7	-67.2	-3.2	1.5	1.8
26	CCOC(=O)CSc1nnc(CNc2ccccc2Cl)n1-c1ccccc1	1.1	2.1	4.0	-0.4	-1.1	-10.7	-5.9	-0.6	-1.2
27	CCC(C)NC(=O)COC(=O)c1ccccc1OCC(=O)Nc1ccc(Br)cc1 (configuration not stated)	-4.0	9.4	2.2	2.0	3.6	4.9	5.0	-4.3	-11.1
28	Cc1ccc(C)c(S(=O)(=O)N2CCN(C(=O)c3sccc3C)CC2)c1	2.0	10.6	6.5	-2.3	2.7	0.6	1.6	2.3	1.8
29	C#CCOC(=O)C(NC(=O)c1ccccc1)=C1CCCCC1	-9.2	7.8	2.0	-0.8	2.2	1.3	-4.3	-3.4	-8.8
30	CCCCCOc1ccc(C(=O)CCN2CCOCC2)cc1	5.0	2.8	1.9	-0.3	2.9	2.3	-3.5	1.0	-2.7
31	Nc1nnnn1/N=C/c1cccc(OCc2ccccc2Cl)c1	-5.5	1.8	-2.5	1.9	-4.7	8.6	-5.3	-5.8	9.3
32	CCOC(=O)/C=C1\Nc2ccccc2OC1=O	-2.5	1.6	0.4	-1.8	6.4	16.0	9.3	-0.9	10.1
33	CCCCN1CC(C)(C)Oc2cccc(F)c2S1(=O)=O	-7.2	-0.2	0.3	-6.5	-0.4	-7.9	-0.1	0.1	0.9
34	CN(CC(=O)Nc1ccccc1Cl)C(=O)CCc1nc2ccccc2c(=O)[nH]1	1.7	11.9	2.2	-0.6	5.4	17.8	-6.4	0.6	-15.8
35	Cc1cccc(-c2nnc(SCC(=O)N3CCCC3)o2)c1	21.2	8.7	0.7	-1.3	-1.0	-7.6	-5.2	-3.1	8.3
36	Cc1cccc(NC(=O)CCCC(=O)OC(C)C(=O)c2ccccc2)c1 (configuration not stated)	11.3	1.6	7.6	-1.7	-7.3	-16.6	-1.3	-1.4	10.5
37	C=CCNC(=O)c1onc(CSc2ccc(F)cc2)c1C(=O)O	-5.0	13.4	1.1	0.8	15.9	3.6	7.3	3.8	-4.7
38	CCC(CC)C(C(=O)NCc1ccccc1)N(C)Cc1ccc(Cl)c(Cl)c1 (configuration not stated)	17.0	x	7.0	x	-15.9	x	-14.8	-2.1	12.8
39	Cc1cc(=O)oc2cc(NC(=S)NNC(=O)c3c(Cl)cnn3C)ccc12	-6.5	8.3	0.3	-0.6	6.8	5.8	9.2	-2.1	-4.9
40	CCCCCCSc1cccc(-c2nc3ccc(C)cn3c2NC2CCCCC2)c1	2.7	3.2	0.7	-0.1	3.8	-7.2	2.1	6.8	-1.7
41	CC(=O)c1cccc(NC(=O)c2ccc3c(c2)CCN3S(=O)(=O)c2ccccc2)c1	-8.5	-1.3	12.2	2.5	-8.4	-8.2	3.2	-3.9	-7.6
42	Cc1cc(C(=O)CN2C(=O)NC(C)(c3cc(F)ccc3F)C2=O)c(C)n1C1CC1 (configuration not stated)	4.7	-10.2	4.2	0.2	-6.0	-11.9	-7.4	4.4	8.3
43	C=CCN=C1CC(C)(C)CC(=O)/C1=C(\O)CCCN1C(=O)c2ccccc2C1=O	-0.2	11.0	1.5	-5.8	0.9	1.2	3.9	-5.8	-12.6
44	O=C(NCCCN1CCCC1=O)c1ccc(S(=O)(=O)Nc2ccccc2)cc1	-1.8	3.7	0.5	-0.4	-1.4	-7.6	6.1	-1.1	-6.6
45	Cc1ccc(-c2nnc(Nc3ccccc3)o2)cc1	1.9	5.2	0.0	-0.1	0.1	-20.1	-2.1	-1.4	0.5
46	CC(C)Cc1n[nH]c(=O)c2c1nnn2Cc1ccccc1F	-1.5	11.0	0.2	-0.2	5.1	8.2	4.9	1.4	-12.8
47	C=C(C)Cn1c2ccc(NC(=O)NCc3ccccc3)cc2c(=O)n1C	5.7	0.1	0.5	x	-1.5	x	-1.8	0.5	-1.7
48	OCC1(CCOc2ccccc2)CCN(Cc2cc(Cl)ccc2O)CC1	-11.1	11.5	4.1	-0.3	0.6	-36.5	0.2	-9.9	-20.5
49	CCOC(=O)NC(=O)/C(C#N)=N/Nc1c(F)cccc1F	8.1	-6.7	-0.1	-1.9	-1.5	3.5	-2.4	-4.1	5.5
50	COC(=O)c1ccc(CN2C(=O)NC3(CCCCC3)C2=O)cc1	6.4	8.9	0.7	-0.2	3.2	6.1	6.7	2.5	-7.7
51	CCOC(=O)c1c(C)c2c(=O)[nH]cnc2n1-c1ccccc1	-4.5	4.1	0.9	0.0	-4.0	7.9	-2.9	-2.5	-2.7
52	Cc1cc(C)n2c(=O)[nH]nc2c1	12.0	3.2	0.3	6.5	-1.7	4.5	5.3	4.4	-1.0

Given as labelled records: 4 of the compounds above.
47	C=C(C)Cn1c2ccc(NC(=O)NCc3ccccc3)cc2c(=O)n1C
- M5 antag: 5.7
- M1 PAM: 0.1
- M4 ag: 0.5
- CRFBP-R2 agonist: x
- CHRM4 PAM: -1.5
- CRFR2-BP antag: x
- CHRM5 PAM: -1.8
- M5 ag: 0.5
- CHRM4 antagonist: -1.7

48	OCC1(CCOc2ccccc2)CCN(Cc2cc(Cl)ccc2O)CC1
- M5 antag: -11.1
- M1 PAM: 11.5
- M4 ag: 4.1
- CRFBP-R2 agonist: -0.3
- CHRM4 PAM: 0.6
- CRFR2-BP antag: -36.5
- CHRM5 PAM: 0.2
- M5 ag: -9.9
- CHRM4 antagonist: -20.5

49	CCOC(=O)NC(=O)/C(C#N)=N/Nc1c(F)cccc1F
- M5 antag: 8.1
- M1 PAM: -6.7
- M4 ag: -0.1
- CRFBP-R2 agonist: -1.9
- CHRM4 PAM: -1.5
- CRFR2-BP antag: 3.5
- CHRM5 PAM: -2.4
- M5 ag: -4.1
- CHRM4 antagonist: 5.5

50	COC(=O)c1ccc(CN2C(=O)NC3(CCCCC3)C2=O)cc1
- M5 antag: 6.4
- M1 PAM: 8.9
- M4 ag: 0.7
- CRFBP-R2 agonist: -0.2
- CHRM4 PAM: 3.2
- CRFR2-BP antag: 6.1
- CHRM5 PAM: 6.7
- M5 ag: 2.5
- CHRM4 antagonist: -7.7

Random draw from the library. About 2.6% of those tested had a hit in this group.
